Compound activity: PubChem, National Center for Advancing Translational Sciences (NCATS)
D2 agonist – agonists of human D2 dopamine receptor; P14416; HEK293 T-REx D2 cells, calcium flux agonist mode; activation, % at 2 µM; 340,000 tested, 0.53% active; AID 485358;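 active = activation over 3 SD above normal in the single-dose calcium agonist read, cut at about 30% in these data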; note: 0% is about no effect
Target sequence (P14416 whole entry, looked up): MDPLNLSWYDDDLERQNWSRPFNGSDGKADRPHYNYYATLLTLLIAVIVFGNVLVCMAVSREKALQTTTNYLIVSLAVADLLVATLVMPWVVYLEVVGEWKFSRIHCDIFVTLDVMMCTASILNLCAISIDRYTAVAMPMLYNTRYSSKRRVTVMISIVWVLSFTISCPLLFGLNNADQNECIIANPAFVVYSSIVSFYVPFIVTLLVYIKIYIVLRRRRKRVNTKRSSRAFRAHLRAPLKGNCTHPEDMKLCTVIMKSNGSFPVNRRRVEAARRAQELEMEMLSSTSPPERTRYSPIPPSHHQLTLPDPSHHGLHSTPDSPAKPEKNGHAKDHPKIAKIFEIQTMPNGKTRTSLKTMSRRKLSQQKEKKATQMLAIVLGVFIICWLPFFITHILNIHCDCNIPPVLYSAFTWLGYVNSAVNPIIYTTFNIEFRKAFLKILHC
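Tetracycline-induced HEK293 Trex cells with D2 receptor force-coupled to calcium signaling, plated overnight at 30 C and loaded with no-wash calcium dye. Calcium flux read kinetically for 180 s after compound addition; responses flag agonists.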
D1 ag – activates the human D1 dopamine receptor; P21728; activation, % at 2 µM; HEK293 T-REx D1 cells, calcium flux, agonist mode; 360,000 tested, 1% active; in the data active = activation above about 30%; note: 0% is about no effect
Target sequence (P21728 whole entry, looked up): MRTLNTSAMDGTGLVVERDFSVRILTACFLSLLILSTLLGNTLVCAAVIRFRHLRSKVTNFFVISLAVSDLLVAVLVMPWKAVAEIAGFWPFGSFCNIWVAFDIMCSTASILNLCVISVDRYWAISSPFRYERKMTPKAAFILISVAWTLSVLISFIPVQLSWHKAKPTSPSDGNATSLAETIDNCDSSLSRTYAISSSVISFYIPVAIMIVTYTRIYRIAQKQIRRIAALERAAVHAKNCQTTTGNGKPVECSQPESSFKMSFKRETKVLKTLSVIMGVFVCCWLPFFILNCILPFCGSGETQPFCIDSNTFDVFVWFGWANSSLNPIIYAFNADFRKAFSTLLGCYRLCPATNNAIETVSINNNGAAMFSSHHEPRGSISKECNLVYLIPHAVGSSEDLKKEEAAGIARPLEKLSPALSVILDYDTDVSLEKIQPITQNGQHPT
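Agonism was scored from calcium flux recorded over 180 s (1 read/s) after pintool compound addition, following a 10-cycle baseline. Cells were inducible force-coupled HEK293 TREx D1, plated overnight at 30 C and loaded with no-wash calcium dye.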
D1 antag – blocks dopamine activation of the human D1 receptor | HEK293 TREx D1 cells, calcium flux, dopamine EC80; active compounds read low | activity change, negative = inhibition, % at 10 µM | 360,000 tested, 3.2% active | AID 504652; in the data active = activity change below about -30%; note: % is set by controls: 0 for no effect and ±100 for the full control effect
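Kinetic fluorescence of a calcium dye serves as the read-out. D1-expressing Hek293 Trex cells, induced overnight at 30 C, are exposed to compound for 180 s before an EC80 dopamine addition, then read 180 s further.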
RXFP1 antag – blocks the human relaxin receptor RXFP1. Q9HBX9. HEK293-RXFP1, relaxin-stimulated cAMP HTRF, 30 min; active compounds read low. activity change, negative = inhibition, % at 57.5 µM. 350,000 tested, 0.59% active. AID 1259400;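 active = activity change of -60% or lower, but not beyond a set lower limit; inconclusive = change between -60% and -40%, or beyond the set limit; inactive = change above -40%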; note: % is set by controls: 0 for no effect and ±100 for the full control effect
TRHR PAM – allosteric enhancers of human TRH receptor; AID 493056; TRHR cells, fluo-8 calcium fluorescence, EC20 TRH enhancement; 360,000 tested, 0.66% active; P34981; enhancement, % at 2 µM; in the data active = enhancement above about 30%; note: 0% is about no effect
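TRHR-expressing cells loaded with fluo-8 calcium dye were read kinetically (ex 480/em 530) during compound addition, then stimulated with an EC20 of TRH (10 nM final). Enhancement of the Gq-mediated intracellular calcium response was scored.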
D2 antagonist – antagonizes the human D2 dopamine receptor; inhibition, % at 10 µM; 340,000 tested, 2% active; P14416; HEK293 TREx D2 cells, calcium flux, dopamine EC80; in the data active = inhibition above about 30%; note: 0% is about no effect
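Cells plated overnight at 30 C with tetracycline; no-wash calcium dye, 30–90 min RT; 10 s baseline; compound pinned; 180 s read; EC80 dopamine added; another 180 s read.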
D1 potentiator – potentiators of human D1 dopamine receptor | potentiation, % at 10 µM | HEK293 TREx D1 cells, calcium flux, dopamine EC20 potentiation | 360,000 tested, 0.036% active | AID 504651; in the data active = potentiation above about 30%; note: 0% is about no effect
D2 PAM – positive allosteric modulators of human D2 dopamine receptor; potentiation, % at 10 µM; AID 485347; HEK293 T-REx D2, calcium flux, EC20 dopamine potentiation; 340,000 tested, 0.34% active;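 active = potentiation over 3 SD above the plate norm, cut at about 30% in these data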; note: 0% is about no effect
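Calcium flux readout, no-wash dye, 1 read/s. Inducible HEK293 Trex D2 line, overnight 30 C. Compound alone 180 s (agonist flags), then EC20 dopamine, another 180 s to score potentiation.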
RXFP1 ag – activates the human relaxin receptor RXFP1. HEK293T-RXFP1 cAMP TR-FRET, 30 min; response scale: percent of porcine relaxin response, buffer zero. Potency, µM (top dose mostly 57.5 µM), without a hit: at the top dose activation, hits mostly activators. 370,000 tested, 0.3% active. AID 2676; active = well fitted activation curve with a large enough effect; inconclusive = small, poorly fitted or top-dose-only effect; note: potency is the fitted concentration of half-maximal effect; % is set by controls: 0 for no effect and ±100 for the full control effect; nearly all actives have a fitted effect of over 60% in size; many of its hits are not listed in these tables
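HEK293T cells stably expressing RXFP1 were pretreated with the PDE4 inhibitor Ro 20174, exposed to compounds for 30 min at 37C, lysed, and cAMP was read by TR-FRET. Data normalized to buffer (basal) and 29 nM porcine relaxin (100%).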
* = called active by the depositor; ? = inconclusive; / = no result given; & = joins results of further samples; ! = not confirmed by another sample.

entry | SMILES | D2 agonist | D1 ag | D1 antag | RXFP1 antag | TRHR PAM | D2 antagonist | D1 potentiator | D2 PAM | RXFP1 ag
1 | COc1cc(C2NC(=O)CS2)cc(OC)c1OC (configuration not stated) | / | 5 | 8 | 16 | -1 | / | 1 | / | 0.8%
2 | C=CCc1cc(/C=C2/NC(=S)NC2=O)cc(OC)c1O | 0.2 | 10 | -15 | / | 7 | 23 | -7 | -16 | 0.3%
3 | O=C(c1ccc(Cl)c(S(=O)(=O)NCc2ccco2)c1)N1CCN(c2ccccc2F)CC1 | 0.7 | 0 | 9 | 2 | -2 | -14 | -9 | 13 | 0.7%
4 | Cc1cc(CNC(=O)c2cccc([N+](=O)[O-])c2C)c2ccccc2n1 | 6.5 | 26 | -46* | -5 | 4 | 19 | -7 | -5 | 16%
5 | CC(c1ccon1)N(C)C(=O)CCc1nnc(C2(c3ccc(Cl)cc3)CCC2)o1 (configuration not stated) | 1.5 | 0 | -9 | -7 | 17 | -3 | 7 | 6 | 0.4%
6 | Cc1ccc(CN2C(=O)CCC2C(=O)NCCCN2CCCC(C)C2)cc1 (configuration not stated) | 0.5 | 5 | -4 | -11 | 1 | -12 | -6 | / | -1.0%
7 | COc1ccc(CCN(Cc2cccs2)S(=O)(=O)c2ccc(S(=O)(=O)N3CCCCCC3)cc2)cc1OC | 0.3 | 3 | 6 | -3 | -4 | 4 | -4 | -4 | 3.4%
8 | CN(C)CCN(C(=O)c1ccc(S(=O)(=O)N(C)c2ccccc2)cc1)c1nc2cc3c(cc2s1)OCO3 | -0.2 | 3 | -3 | 1 | 2 | 19 | -6 | -5 | -2.3%
9 | COc1cc2c(cc1OC)C(c1cc(Br)ccc1F)N(C(=O)CCl)CC2 (configuration not stated) | 1.3 | 6 | 6 | 0 | -2 | 9 | 1 | 3 | 1.9%
10 | CCCCCCCC(=O)Nc1ccc(C(=O)N/N=C/c2cccc([N+](=O)[O-])c2)cc1 | -1.8 | 2 | -9 | -1 | 8 | -1 | -5 | 1 | 0.5%
11 | COCCN(CCOC)c1ncc(Cl)c(C(=O)c2c(C)cc3ccccn23)n1 | -0.7 | 1 | -22 | -7 | 1 | 9 | -3 | 13 | 2.4%
12 | O=C(Nc1ccncc1)C1CCN(S(=O)(=O)c2c(Cl)cccc2Cl)CC1 | 1.4 | 10 | -16 | -13 | 0 | -1 | -8 | -3 | 0.0%
13 | COc1ccc(-c2csc(Nc3ccccc3)n2)cc1 | 1.2 | 4 | 0 | -23 | -3 | 0 | -9 | -6 | 0.4%
14 | CN(C(=O)COC(=O)c1cn(-c2ccccc2)nc1-c1ccccc1)C1CCS(=O)(=O)C1 (configuration not stated) | -0.2 | 3 | -15 | -6 | 25 | 0 | 0 | 2 | 2.2%
15 | O=C(CCCc1c[nH]c2ccccc12)NCCc1c[nH]c2ccccc12 | -0.1 | 3 | -10 | -4 | 5 | 8 | -4 | 17 | 2.5%
16 | CN1CCN(C(=O)c2cc([N+](=O)[O-])ccc2Cl)CC1 | -0.8 | 5 | -2 | 7 | -5 | -5 | 3 | 0 | 0.0%
17 | CCSc1ncnc2c1sc1nc(-c3ccco3)c3c(c12)CC(C)(C)OC3 | 0.2 | 1 | 4 | / | 2 | 3 | 4 | -3 | 0.5%
18 | CC(C)C(=O)Nc1nc(-c2ccc([N+](=O)[O-])cc2)cs1 | / | 0 | -22 | -3 | 0 | / | -6 | / | -0.8%
19 | CCOCCOC(=O)C1=C(C)N(C)C(=O)NC1c1ccccc1F (configuration not stated) | 29 | 0 | 9 | -1 | -1 | 13 | -2 | -12 | -0.1%
20 | CCN1CCN(C(c2cccs2)C(C)NC(=O)c2c(F)cccc2F)CC1 (configuration not stated) | -0.4 | 2 | -5 | 10 | 2 | 7 | -2 | 1 | -0.8%
21 | O=C(CC1Sc2ccccc2NC1=O)NCc1cccc(Cl)c1 (configuration not stated) | 0.1 | -2 | -3 | -18 | -1 | 13 | 0 | -8 | -0.1%
22 | COc1ccccc1NS(=O)(=O)c1ccc(N/N=C/C=C/c2ccccc2[N+](=O)[O-])c([N+](=O)[O-])c1 | -0.1 | 3 | -3 | -8 | 3 | -1 | -3 | -2 | 6.0%
23 | CCN1CCc2nc3ccccc3c(C(=O)Nc3ccc(NC(C)=O)cc3)c2C1 | 1.0 | 6 | 10 | -4 | -2 | -5 | 5 | 4 | -1.1%
24 | NCCCCCc1nnc(SCc2ccc(Cl)cc2Cl)o1 | 0.5 | 7 | 9 | -13 | -4 | 1 | 0 | -6 | 1.0%
25 | CCN(CC)S(=O)(=O)c1cc(C(=O)n2cccn2)c(Cl)cc1Cl | / | 2 | 0 | -5 | -1 | 8 | 0 | -2 | -0.1%
26 | Cc1cc(-c2ccco2)n(CC(=O)NCc2ccco2)n1 | 1.8 | 2 | 25 | / | 10 | -2 | / | 3 | 0.1%
27 | Oc1ccc(/C=N/Nc2nccnc2Cl)c(O)c1 | 0.6 | 2 | 4 | -2 | 13 | 11 | -5 | 2 | 2.9%
28 | CCOC(=O)c1ccc(N=C2SC(C(=O)Nc3ccccc3)CC(=O)N2C)cc1 (configuration not stated) | 3.0 | 17 | -14 | / | 5 | / | -3 | 4 | 4.0%
29 | Cc1ccc(CCNC(=O)CCCn2c(=O)c3ccccc3n(Cc3ccccc3C#N)c2=O)cc1 | -0.4 | 1 | 3 | / | 0 | / | -1 | 4 | 1.0%
30 | COc1ccc(-c2cc(=O)oc3c(C)c(OCC(=O)N[C@@H](Cc4ccc(O)cc4)C(=O)O)ccc23)cc1 | -0.8 | 2 | -3 | / | 7 | -9 | -4 | -1 | 1.5%
31 | CC(Sc1nn(-c2ccc(F)cc2)c(=S)s1)C(=O)c1c(N)n(C)c(=O)n(C)c1=O (configuration not stated) | / | 13 | -22 | 2 | 6 | / | 3 | / | 2.4%
32 | Cc1ccc(NC(=O)CN2C(=O)C(c3ccc(C)cc3)=NC23CCCCCC3)cc1 | 0.9 | 6 | -15 | -5 | 3 | / | -3 | -7 | -0.5%
33 | COCCOC(=O)c1c(NC(=O)COC(=O)Cc2cccc(OC)c2)sc(C(N)=O)c1C | -0.3 | 6 | 0 | -18 | 0 | 5 | 8 | 15 | 22%
34 | CCCCn1c(N)c(N(CCOC)C(=O)c2cc(-c3ccccc3Cl)nc3ccccc23)c(=O)[nH]c1=O | -0.7 | 3 | 4 | -12 | 11 | -4 | 0 | -3 | -0.3%
35 | c1ccc2c(c1)ncn2-c1ncnc2sc3c(c12)CCCC3 | / | 7 | -2 | -8 | -2 | / | 0 | 5 | 1.2%
36 | COc1cc(OC)cc(-c2cc(N3C(=O)Nc4ccccc4N3O)n[nH]2)c1 | / | 1 | 4 | / | 0 | / | -5 | / | 1.4%
37 | Nc1nc(CC(=O)CSc2ccc(Cl)cc2)nc(Nc2ccc(F)cc2)n1 | 2.4 | 7 | -9 | / | -9 | -10 | -7 | -7 | -0.3%
38 | COCCCNC(=O)Cn1ccc(N)nc1=O | -0.3 | 2 | 3 | / | -1 | 6 | 0 | -2 | 3.2%
39 | Cc1cc(C(=O)NC2CCCCC2)on1 | 0.7 | 3 | -9 | -5 | 1 | 9 | -4 | -6 | -2.4%
40 | CC(NC(=O)c1ccc(Nc2nc3ccccc3n3nnnc23)cc1)c1ccccc1 (configuration not stated) | / | 4 | 1 | -23 | 1 | / | -1 | 14 | 2.6%
41 | Cc1cccc(N2CCN(C(=O)Cc3c(C(=O)O)c(C)cn3C)CC2C)c1 (configuration not stated) | 0.3 | 0 | -2 | -7 | -3 | / | -2 | -4 | -1.0%
42 | O=S(=O)(NCCc1ccncc1)c1cc(Br)ccc1F | 1.5 | 6 | 3 | 4 | 1 | 0 | -6 | / | -0.6%
43 | CS(=O)(=O)N1CCN(c2ccccc2NC(=O)c2cccs2)CC1 | -0.4 | 2 | -1 | -4 | 4 | -4 | 3 | -2 | 3.3%
44 | C=CCn1c(=N)c(C(=O)OC)cc2c(=O)n3cccc(C)c3nc21 | 0.3 | 5 | -1 | / | -5 | 4 | -4 | -6 | -0.1%
45 | O=C(Nc1cccc(-c2csc(-c3ccccc3)n2)c1)c1cccs1 | -0.8 | 6 | -16 | -10 | -2 | 0 | -2 | 13 | -1.6%
46 | Cn1c(C(=O)NCCCN2CCc3ccccc3C2)cc2c(=O)n(C)c3ccccc3c21 | 0.3 | 0 | 11 | / | -3 | 81* | / | -28 | -0.1%
47 | CC(=O)c1c(C)[nH]c(C(=O)Nc2ccc(F)cc2F)c1C | 0.5 | 2 | -15 | 12 | 36* | -4 | -4 | 3 | 6.8%
48 | Cc1ccc(CNC(=O)c2cc3c(C)nc4ccccc4c3o2)cc1 | -0.6 | -3 | -13 | -2 | -5 | 0 | -2 | -10 | -0.2%
49 | CCCCn1c(=O)[nH]c(=O)c2c1nc(-c1ccccn1)n2CC | -1.3 | -2 | 10 | 10 | 3 | 6 | 0 | 3 | 4.3%
50 | Nc1nc(COc2ccc(Cl)cc2)cs1 | 3.1 | 1 | -5 | -6 | 38* | 9 | 3 | -9 | 0.8%

Gathered by group, the compounds so far with a furan ring, fused or not.
entry | SMILES | D2 agonist | D1 ag | D1 antag | RXFP1 antag | TRHR PAM | D2 antagonist | D1 potentiator | D2 PAM | RXFP1 ag
3 | O=C(c1ccc(Cl)c(S(=O)(=O)NCc2ccco2)c1)N1CCN(c2ccccc2F)CC1 | 0.7 | 0 | 9 | 2 | -2 | -14 | -9 | 13 | 0.7%
17 | CCSc1ncnc2c1sc1nc(-c3ccco3)c3c(c12)CC(C)(C)OC3 | 0.2 | 1 | 4 | / | 2 | 3 | 4 | -3 | 0.5%
26 | Cc1cc(-c2ccco2)n(CC(=O)NCc2ccco2)n1 | 1.8 | 2 | 25 | / | 10 | -2 | / | 3 | 0.1%
48 | Cc1ccc(CNC(=O)c2cc3c(C)nc4ccccc4c3o2)cc1 | -0.6 | -3 | -13 | -2 | -5 | 0 | -2 | -10 | -0.2%

(further entries)
entry | SMILES | D2 agonist | D1 ag | D1 antag | RXFP1 antag | TRHR PAM | D2 antagonist | D1 potentiator | D2 PAM | RXFP1 ag
51 | Cc1cc(C)c(NC(=O)CSc2ccc(-c3ccccn3)nn2)c(C)c1 | -1.4&0.5 | 2&1 | -48*! | 2&-1 | -2&-3 | 5 | -5&0 | -4&-1 | ?
52 | Cc1ccc(S(=O)(=O)O/N=C2/CCCc3occc32)cc1 | / | 0 | -5 | -1 | -2 | / | -2 | / | -4.4%
53 | CC1=C(C(=O)OC2CCCCC2)C(c2ccccc2Br)NC(=O)N1 (configuration not stated) | -2.0 | 2 | 17 | -4 | 6 | 1 | 1 | -3 | 0.2%
54 | CCC(Sc1nc2ccncc2[nH]1)C(=O)Nc1cc(Cl)ccc1C (configuration not stated) | 0.1&1.0 | 6&18 | -44*! | -28 | 4&1 | 20 | -5&0 | -3&-15 | 1.1%&0.1%
55 | Cc1ccc(CN(C)C(=O)c2ccccc2NC(=O)c2ccccc2)o1 | 0.0 | 0 | 2 | -22 | 6 | -6 | -1 | -3 | 1.8%

Some of the compounds tested; the hit share may differ from the screen's.
